APJ ag = agonists of human apelin receptor APJ, primary screen, CHO-K1 cells, PathHunter beta-arrestin, luminescence | P35414 | 0% DMSO wells, 100% apelin | activation, % at 20 µM | actives 0.11% (n = 330,000);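 active = activation more than six SD over the plate average, tested at 20 µM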;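 note: 0% = DMSO alone and 100% = apelin-13 at 10 nM; some results filed as inactive read as strong as hits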
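Test system – PathHunter CHO-K1 APJ (AGTRL-1) beta-arrestin reporter cells · Input – 1000 cells/well · Compound – single test compound dose, 20 µM final, 1% DMSO · Times – compound stimulation 90 min at 25 °C, detection 60 min · Technique – beta-gal luminescence · Read-out basis – APJ–arrestin association signal · Control set – negative DMSO alone, positive Apelin-13 at 10 nM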
APJ antagonist = antagonists of human apelin receptor APJ, primary screen, CHO-K1 cells, beta-arrestin complementation, luminescence. actives 0.32% (n = 330,000). AID 2521, 2010. P35414. inhibition, % at 20 µM;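 active = inhibition above about 40% at 20 µM, limit read from the data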;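 note: cells challenged with 10 nM apelin-13 agonist together with compound; plate controls were apelin-13 plus DMSO wells for no effect and DMSO wells lacking apelin-13 for full effect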
TIM10 inh = growth inhibitors of isogenic TIM10 control yeast, primary screen, counter-screen for tim10-1 yeast inhibitor project, luminescence, uHTS; S. cerevisiae TIM10 strain growth, BacTiter-Glo luminescence, 24 h; actives 1.4% (n = 330,000); inhibition, % at 10 µM; AID 463195, 2010;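 active = inhibition of 40% or more at the single tested concentration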;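 note: wild-type TIM10 isogenic control strain grown at permissive 25 °C; 0% = DMSO yeast wells and 100% = minimal medium wells without yeast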
tim10-1 inh = growth inhibitors of tim10-1 mutant yeast, primary screen, luminescence, uHTS | AID 463190, 2010 | S. cerevisiae tim10-1 ts strain growth, BacTiter-Glo, 24 h | inhibition, % at 20 µM | actives 2.2% (n = 330,000);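 active = inhibition of at least 40%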;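 note: mutant grown at 25 °C; 0% = DMSO wells with yeast and 100% = wells holding no yeast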
CXCR6 block = CXCR6 receptor inhibitors, primary screen, cell-based, beta-arrestin, luminescence, CHO-K1 PathHunter, 1536-well. inhibition, % at 20 µM. actives 0.36% (n = 360,000); in the data active = inhibition above about 34%, passing the limit was not always enough;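 note: antagonist mode with CXCL16 agonist at 10 nM final; 0% = 10 nM CXCL16 with DMSO and 100% = unstimulated wells without agonist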
tim23-1 inh = growth inhibitors of tim23-1 mutant yeast, primary screen, luminescence, uHTS | actives 1.3% (n = 330,000) | S. cerevisiae tim23-1 growth, BacTiter-Glo luminescence, 24 h | inhibition, % at 20 µM;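 active = growth inhibition of the mutant yeast at or above 50%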;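 note: temperature-sensitive mutant grown at 25 °C; plate controls were DMSO-treated mutant yeast for no effect and medium wells lacking yeast for full effect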
XBP1 UPR activ = activators of adaptive XBP1 UPR arm, primary screen, cell-based, CHO-XBP1 luciferase reporter, luminescence, uHTS | IRE1-XBP1 UPR activation; percent of tunicamycin response, DMSO as zero | activation, % at 20 µM | actives 0.33% (n = 330,000);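 active = versus positive control, 20 µM dose yields 30% or more activation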;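 note: 100% = tunicamycin at 10 µg/mL and 0% = DMSO only wells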
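Test system: CHO-XBP1 luciferase reporter cells | Buffer or medium: Serum-containing F12 medium, 10% FBS | Schedule: 6 h compound exposure at 37 °C, 5% CO2 | Detection: Steady-Glo luciferase glow luminescence, 10 min after reagent addition | Read-out basis: Activation, % of tunicamycin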
UPR CHOP act = activators of apoptotic CHOP UPR arm, primary screen, cell-based, CHO-CHOP luciferase reporter, luminescence, uHTS; UPR activation; percent of tunicamycin response over DMSO baseline; activation, % at 10 µM; actives 0.34% (n = 330,000); AID 449763, 2010;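 active = at 10 µM dose, activation of 40% or more, normalized to positive control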;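 note: 100% = tunicamycin at 10 µg/mL and 0% = DMSO alone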
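Test system: CHO CHOP reporter cells. Input: 500 CHO-CHOP cells per well. Medium: F12 with 10% FBS. Technique: luciferase luminescence. Measure: percent activation relative to tunicamycin control. Dosing: 10 µM compound, 0.5% DMSO. Timing: 16-18 h cell attachment, then 6 h compound exposure, 37 °C.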
Mdm2-MdmX inh = inhibitors of human Mdm2-MdmX association, primary screen, cell-based, luminescence, split luciferase, SaOS-2, uHTS; Protein Mdm4 (Homo sapiens) + E3 ubiquitin-protein ligase Mdm2 (Homo sapiens), …; SaOS-2 split-luciferase Mdm2/MdmX complementation; inhibition, % at 8 µM; actives 3% (n = 330,000);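 active = inhibition of at least 50% at 8 µM in the primary screen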
Target sequence (O15151 whole entry, looked up): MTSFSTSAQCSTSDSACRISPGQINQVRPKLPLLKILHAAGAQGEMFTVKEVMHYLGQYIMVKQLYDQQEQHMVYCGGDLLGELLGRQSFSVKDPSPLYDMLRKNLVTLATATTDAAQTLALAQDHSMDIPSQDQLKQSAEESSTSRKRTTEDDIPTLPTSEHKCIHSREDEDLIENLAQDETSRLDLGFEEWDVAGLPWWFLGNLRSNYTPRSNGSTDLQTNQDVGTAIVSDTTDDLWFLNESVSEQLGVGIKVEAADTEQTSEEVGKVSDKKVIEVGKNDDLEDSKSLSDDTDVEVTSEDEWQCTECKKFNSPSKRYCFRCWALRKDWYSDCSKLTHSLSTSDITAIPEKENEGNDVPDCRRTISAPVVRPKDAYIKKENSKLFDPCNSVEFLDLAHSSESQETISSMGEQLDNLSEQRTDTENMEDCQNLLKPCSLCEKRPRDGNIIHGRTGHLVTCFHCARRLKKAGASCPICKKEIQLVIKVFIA
Target sequence (Q00987 whole entry, looked up): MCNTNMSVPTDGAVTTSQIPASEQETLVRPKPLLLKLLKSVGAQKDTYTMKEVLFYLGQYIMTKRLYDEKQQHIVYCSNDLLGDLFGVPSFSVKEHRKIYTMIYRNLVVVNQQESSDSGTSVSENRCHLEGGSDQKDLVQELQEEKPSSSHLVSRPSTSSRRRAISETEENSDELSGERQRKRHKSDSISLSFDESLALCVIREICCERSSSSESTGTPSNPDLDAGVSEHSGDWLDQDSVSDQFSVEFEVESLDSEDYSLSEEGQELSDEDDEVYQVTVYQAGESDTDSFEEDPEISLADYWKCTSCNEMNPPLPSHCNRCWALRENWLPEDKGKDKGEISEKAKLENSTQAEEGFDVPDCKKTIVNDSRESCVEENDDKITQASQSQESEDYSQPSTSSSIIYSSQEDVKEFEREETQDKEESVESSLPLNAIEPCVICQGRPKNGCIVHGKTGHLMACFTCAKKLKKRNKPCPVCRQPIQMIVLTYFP
* hit, by the source's call; / = not tested or not shown. These rows are one share of the data; count on the stated rates, not on these rows.

SMILES	APJ ag	APJ antagonist	TIM10 inh	tim10-1 inh	CXCR6 block	tim23-1 inh	XBP1 UPR activ	UPR CHOP act	Mdm2-MdmX inh
C=CCN1C(=O)C(CC(=O)Nc2ccccc2F)S/C1=N\c1nccs1 (stereo not given)	-3	-10	-1	-4	13	3	-3	-0.1	31
COC(=O)c1cn(NC(=O)c2cc(OC)cc(OC)c2)c(=O)c2ccccc12	-3	-6	-7	13	10	4	-2	-1.3	9
O=C1N=c2ccc(Br)cc2=C1c1sc(=O)[nH]c1O	-3	11	-16	-7	/	-6	-3	2.1	24
COc1ccc(Cc2nnc(NC(=O)c3ccccc3Cl)s2)cc1OC	-1	10	4	4	-6	-8	-2	-1.6	7
Cc1ccc(NC(=O)C2CCCN(S(=O)(=O)c3ccc4[nH]c(=O)ccc4c3)C2)nc1 (stereo not given)	-4	5	7	22	2	5	-1	-0.5	10
CCOC(=O)c1c(NC(=O)COC(=O)c2cc(OC)c(OC)cc2[N+](=O)[O-])sc(C)c1C	-3	0	6	-1	-8	-13	11	8.8	1
COC1(C2=NCCN2)COc2ccccc2O1 (stereo not given)	0	4	-3	-1	-3	8	-3	1.5	9
COc1ccc(NC(=S)N2CCN(S(C)(=O)=O)CC2)cc1	-1	11	11	-9	2	-10	-3	-0.2	6
O=C(Nc1ccc2c(c1)CCC2)Nc1ccccc1Cl	0	-11	1	-4	-5	1	0	2.6	-93
C1CC1Cc1noc(CN2CCN(C3C4CC5CC(C4)CC3C5)CC2)n1 (stereo not given)	-1	20	1	10	7	2	-2	0.0	16
O=C1c2ccccc2COc2ccc(O)cc21	3	12	33	25	-1	31	1	5.3	3
Cc1cccc(N2CCc3c2nc2ccc(Br)cc2c3N)c1	-2	4	28	32	-5	76*	2	1.1	9
CCc1sc(C(=O)Nc2cccc(C(C)=O)c2)cc1C	-3	-3	18	5	4	40	4	6.4	-43
N#C/C(=C(/O)c1ccc([N+](=O)[O-])s1)c1nc2ccccc2[nH]1	1	18	-22	8	33	-3	1	0.5	89*
Cc1cc(C(F)(F)F)nc(SCCN2CCOCC2)c1C#N	-1	-6	-17	18	4	16	-4	3.0	2
NC(=O)C[n+]1cccc(CNC(=O)c2ccc(OC(F)F)cc2)c1	-2	-7	-2	-10	-3	16	-2	-0.5	7
CSc1ccc(OC2CCCCC2NS(=O)(=O)c2ccc(Cl)cc2)cc1 (stereo not given)	-1	1	29	26	2	27	0	-2.6	25
O=C(Nc1ccc(Br)cc1Br)c1cccc2c1C(=O)N(C1CCCCC1)C2	-2	16	2	42*	0	33	4	7.8	34
Cc1nc(NC(=O)COc2ccccc2)sc1C(=O)Nc1ccccc1	-1	-10	21	15	2	22	-3	-1.0	14
O=[N+]([O-])c1cccc(NC(=S)Nc2nc(-c3ccccc3Cl)cs2)c1	-3	8	22	26	14	16	0	12	96*
O=C(NCc1ccco1)C1CCCN1S(=O)(=O)c1ccccc1C(F)(F)F (stereo not given)	-1	1	12	-4	1	20	-2	-0.9	-4
CCC(CO)NCC(O)COCc1ccc2c(c1)OCO2 (stereo not given)	-1	1	2	7	-3	-14	-3	-0.9	-1
Cc1ccc(S(=O)(=O)N(C)C)cc1NC(=O)COC(=O)c1c(-c2ccccc2)noc1C	-5	-45	-6	5	5	7	-5	-0.3	-3
CCOC(=O)c1ccc(NC(=S)N2CCCC(C(=O)OCC)C2)cc1 (stereo not given)	-1	9	8	20	2	12	-2	0.3	7
O=C(c1cc(COc2ccc(F)cc2F)on1)N1CCCC(c2ccccc2)C1 (stereo not given)	-4	-38	-16	32	-10	19	-1	3.4	-4
O=C(/C=C/c1ccccc1)NCCOc1ccccc1	-4	4	4	2	1	0	-1	4.5	-31
COc1cc2ccccc2cc1C(=O)Nc1ccc(C)cc1	-1	4	0	-4	5	59*	1	3.4	-29
O=CN1CCCN(Cc2nc(-c3cccc(Cl)c3)no2)CC1	0	6	15	9	5	7	0	1.1	24
C/C(=N\NC(=O)Cc1ccccc1)c1ccc(Br)s1	-3	-28	-1	5	-1	3	-1	1.7	15
O=C(Nc1ccc2c(c1)OCCO2)C1CCN(S(=O)(=O)c2ccc(Br)s2)CC1	-3	15	20	33	0	41	-3	0.8	25
Cc1oc2cc(O)ccc2c(=O)c1-c1cnn(-c2ccccc2)c1	-1	5	-3	-10	-2	11	4	4.2	25
O=C(COc1coc(CN2CCN(c3cccc(Cl)c3)CC2)cc1=O)NC1CCCC1	-3	17	6	0	3	5	2	0.8	9
COc1ccc2cc(CCNC(=O)CC(C)(C)C)c(=O)[nH]c2c1	-1	18	-4	-2	4	-2	10	1.8	13
COc1cc(/C=C2\SC(=S)N(NC(=O)c3ccccc3O)C2=O)ccc1O	-9	22	31	44*	28	34	1	-0.5	-13
CC(C)OC(=O)CSc1nnc(Cc2ccccc2)n1C	-4	-2	-2	5	-4	10	1	1.3	-5
O=C1CCCN1Cc1ccccc1	-4	1	6	-13	-9	-12	-5	0.6	2
N#CC(C#N)C(c1ccsc1)c1c(-c2ccccc2)[nH][nH]c1=O (stereo not given)	-3	2	12	26	4	16	6	0.2	6
Cc1ccc(S(=O)(=O)N2CCOCC2)cc1C(=O)OCC(=O)c1ccc(Br)cc1	-1	-5	9	17	0	18	-1	1.6	24
COc1ccc(C(=O)COC(=O)CNC(=O)c2ccc(Cl)cc2Cl)c(OC)c1	-3	14	-8	-5	1	9	2	0.6	10
O=C1CN(C(=O)CSc2nnc(-c3ccccc3)n2Cc2ccc3c(c2)OCO3)c2ccccc2N1	2	2	6	20	8	15	-1	-1.6	1
O=C(O)CCSc1nc2ccccc2s1	-2	10	-3	11	-1	14	-6	-5.1	3
CS(=O)(=O)c1nc(S(=O)(=O)c2ccc(Cl)cc2)c(NCCN2CCOCC2)s1	-7	14	-3	-2	-9	1	-5	-0.9	14
O=C(CN1C(=O)c2ccccc2C1=O)NCC(=O)OCC(=O)c1ccc(Br)cc1	-5	28	-6	-7	3	6	-5	1.8	29
O=C(CSc1ncccn1)N/N=C/c1ccccc1[N+](=O)[O-]	-1	-4	-13	-14	3	-8	-2	-0.3	1
CCN(C(=O)C1CCN(c2nc(-c3ccc(OC)cc3)no2)CC1)c1ccccc1	-1	11	6	-4	1	8	0	0.1	-3
COc1ccc(NC(=O)CN(C)C(=O)c2cccc(S(=O)(=O)Nc3ccccc3Cl)c2)cc1	-6	-63	1	-16	-2	-12	-1	1.5	4
Fc1ccc(-c2nnc3n2CCCCC3)cc1	-2	-2	0	2	5	3	-1	-1.6	8
CCOC(=O)C1(Cc2ccccc2)CCN(Cc2ccc(C3CCCCO3)s2)CC1 (stereo not given)	-4	5	12	22	0	18	-1	2.0	9
O=C(O)C1CCCN1S(=O)(=O)c1ccccc1 (stereo not given)	-6	-2	-6	-2	11	12	0	-2.0	-4
Cc1nn(-c2ccccc2)c(N)c1C1(O)C(=O)Nc2ccccc21 (stereo not given)	-5	-18	-4	10	-2	13	0	0.2	12
CCc1cc2cc(C(=O)Nc3ccc(F)cc3)sc2s1	6	6	0	8	-4	-1	2	4.3	-31
O=C1CCC/C(=N/NC(=O)C2CCN(S(=O)(=O)c3cccs3)CC2)C1	-2	10	4	9	-3	10	0	-1.7	-6
O=C(COC(=O)c1cccc(S(=O)(=O)N2CCN(c3ccc(F)cc3)CC2)c1)NCC1CCCO1 (stereo not given)	-1	-11	13	15	-4	14	0	-0.1	4
CCCOP(=O)(c1ccc(N(C)C)cc1)C(O)c1cccnc1 (stereo not given)	-1	19	-9	1	0	6	-2	-0.5	-31
COc1ccc2c(-c3cnc(N4CCOCC4)nc3)c(-c3ccc(S(C)(=O)=O)cc3)sc2c1	0	1	2	3	6	11	8	0.8	68*
Cc1cc(C)n(-c2ccc(C(=O)NCc3ccc(F)cc3)cc2)n1	-4	-8	-9	10	-8	14	0	1.4	1
COc1cccc(/C=N/NC(=O)C(C)Sc2ccccc2)c1 (stereo not given)	-4	15	-11	18	-2	-11	-1	-1.5	8
O=C1c2ccccc2NC(c2ccc(-c3cccs3)o2)N1O (stereo not given)	-2	6	8	13	5	14	-2	5.8	-66
COC(=O)C1=C(C)Nc2nnnn2C1c1cc(OC)ccc1OC (stereo not given)	-4	-2	15	10	13	18	1	-0.5	-9
N/C(Cc1ccc(Cl)cc1)=N\OC(=O)Cc1ccc([N+](=O)[O-])cc1	5	-14	77*	38	-7	55*	-2	2.3	4

(continued)
SMILES	APJ ag	APJ antagonist	TIM10 inh	tim10-1 inh	CXCR6 block	tim23-1 inh	XBP1 UPR activ	UPR CHOP act	Mdm2-MdmX inh
O=C(O)CCNS(=O)(=O)c1ccccc1	-3	17	4	-14	8	-3	-1	-0.1	22
CNC(=O)CSc1nc(-c2ccccc2)c(-c2ccccc2)o1	-3	9	4	1	5	37	1	1.5	14
Cc1nn(-c2ccccc2)c(C)c1NC(=O)COC(=O)c1ccccc1	-2	3	12	0	2	15	-4	-0.1	-21
CCOc1ccc(C(=O)N(CC)CC(=O)Nc2ccc3c(c2)OCCO3)cc1OCC	-4	-16	2	10	4	19	-2	1.5	-6
COc1ccc(CN2CCN(C(=O)c3ccc(S(=O)(=O)NCc4ccco4)cc3)CC2)cc1	-2	-34	3	-14	-5	9	-3	0.9	5
CN(C)C(C(=O)Nc1cc(Cl)cc(Cl)c1)c1ccccc1 (stereo not given)	-3	-6	16	18	-8	27	-8	0.6	22
COc1cc(C(=O)N/N=C(\C)c2ccccn2)cc(OC)c1OC	0	-7	-5	-5	20	5	-3	-3.1	77*

Whole records, quoted from the list. Screens in order: APJ ag	APJ antagonist	TIM10 inh	tim10-1 inh	CXCR6 block	tim23-1 inh	XBP1 UPR activ	UPR CHOP act	Mdm2-MdmX inh
`O=C(O)CCNS(=O)(=O)c1ccccc1` reads -3	17	4	-14	8	-3	-1	-0.1	22
`Cc1nn(-c2ccccc2)c(C)c1NC(=O)COC(=O)c1ccccc1` reads -2	3	12	0	2	15	-4	-0.1	-21

Ordered by length of the SMILES (high to low): part of the list above.
SMILES	APJ ag	APJ antagonist	TIM10 inh	tim10-1 inh	CXCR6 block	tim23-1 inh	XBP1 UPR activ	UPR CHOP act	Mdm2-MdmX inh
N#C/C(=C(/O)c1ccc([N+](=O)[O-])s1)c1nc2ccccc2[nH]1	1	18	-22	8	33	-3	1	0.5	89*
C/C(=N\NC(=O)Cc1ccccc1)c1ccc(Br)s1	-3	-28	-1	5	-1	3	-1	1.7	15
O=C(O)CCSc1nc2ccccc2s1	-2	10	-3	11	-1	14	-6	-5.1	3
